PLC-beta3 inh – blocks human PLC-beta3 enzyme activity; Q01970; Purified PLC-beta3, fluorogenic substrate, fluorescence; inhibition, % at 12.2 µM; hit rate 0.18% among 370,000; in the data active means inhibition above about 11%;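 further: 0% = median of compound wells on plate and 100% = full blocker control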
proKLK7 act – activates the human kallikrein-7 zymogen; AID 652039; purified proKLK7, EDANS-DABCYL substrate fluorescence; 100% is mature enzyme control, 0% vehicle; hit rate 0.9% among 370,000; P49862; activation, % at 7 µM;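 active means activation above the mean of all tested compounds plus 3 SD, computed per campaign excluding outliers beyond control limits, cut at about 13% in these data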
UHRF1 binding – human UHRF1 methylated DNA binding inhibitors | Q96T88 | UHRF1 binding to methylated oligo, TR-FRET | inhibition, % at 4.4 µM | hit rate 0.75% among 370,000 | AID 687016; in the data active means inhibition above about 21%;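 further: UHRF1 SRA domain binding a hemimethylated CpG hairpin DNA probe; 0% = median of test compound wells and 100% = reference inhibitor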
Tn6 DDE FP – disrupts Tn6 cyclic peptide binding to fibrin D-Dimer-E complex | P02675 | Fibrin DD(E) TRITC-Tn6 fluorescence polarization displacement | inhibition, % at 8.3 µM | hit rate 0.21% among 370,000 | AID 720509;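 active means inhibition above a per-campaign cutoff: mean of compounds within control limits plus 3 SD, cut at about 15% in these data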;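 further: 0% = median of all compound wells on the plate and 100% = blocking peptide control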
Target sequence (P02675 whole entry, looked up): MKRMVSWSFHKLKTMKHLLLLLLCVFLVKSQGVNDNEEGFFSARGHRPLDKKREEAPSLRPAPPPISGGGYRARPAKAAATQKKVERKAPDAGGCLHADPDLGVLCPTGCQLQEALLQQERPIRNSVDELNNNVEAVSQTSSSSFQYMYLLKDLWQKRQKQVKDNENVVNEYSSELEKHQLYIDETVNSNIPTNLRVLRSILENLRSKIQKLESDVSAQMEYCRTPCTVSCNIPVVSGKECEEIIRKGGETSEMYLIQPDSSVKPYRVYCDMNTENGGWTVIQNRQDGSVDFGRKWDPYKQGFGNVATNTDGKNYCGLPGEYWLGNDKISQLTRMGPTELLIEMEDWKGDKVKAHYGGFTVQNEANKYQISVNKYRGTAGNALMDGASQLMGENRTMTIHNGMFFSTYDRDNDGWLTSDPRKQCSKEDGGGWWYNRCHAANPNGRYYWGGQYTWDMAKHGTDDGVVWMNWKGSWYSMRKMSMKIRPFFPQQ
NR1D1 modulator – modulators of human Rev-erb alpha DNA binding | P20393 | Rev-erbα–FITC-DNA binding, fluorescence polarization, 90 min | activity, % at 10 µM | hit rate 0.79% among 370,000 | AID 1259318;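 active means activity above about 14%, limit read from the data; passing the limit was not always enough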;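 further: 0% = DMSO wells with 35 nM protein and 100% = DMSO wells with 750 nM protein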
sPLA2-III inh – Inhibits HGIII-sPLA2 liposome hydrolysis, primary screen | QFRET BODIPY PC-A2 liposome hydrolysis, fluorescence | inhibition, % at 12.2 µM | hit rate 0.56% among 370,000 | AID 743126;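 active means inhibition above mean plus 3 SD of compounds lying within the high and low control bounds, cut at about 19% in these data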;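 further: 0% = median of test compound wells and 100% = no enzyme DMSO wells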
ASAP1 inh – ASAP1 ArfGAP inhibition. AID 624377. ASAP1-stimulated ARF1 GTP hydrolysis, GDP FP detection. hit rate 0.19% among 360,000. Q9ULH1. inhibition, % at 16.5 µM; in the data active means inhibition above about 25%;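 further: 0% = vehicle with enzyme and substrate and 100% = no enzyme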
Target sequence (Q9ULH1 325-724 limits assumed): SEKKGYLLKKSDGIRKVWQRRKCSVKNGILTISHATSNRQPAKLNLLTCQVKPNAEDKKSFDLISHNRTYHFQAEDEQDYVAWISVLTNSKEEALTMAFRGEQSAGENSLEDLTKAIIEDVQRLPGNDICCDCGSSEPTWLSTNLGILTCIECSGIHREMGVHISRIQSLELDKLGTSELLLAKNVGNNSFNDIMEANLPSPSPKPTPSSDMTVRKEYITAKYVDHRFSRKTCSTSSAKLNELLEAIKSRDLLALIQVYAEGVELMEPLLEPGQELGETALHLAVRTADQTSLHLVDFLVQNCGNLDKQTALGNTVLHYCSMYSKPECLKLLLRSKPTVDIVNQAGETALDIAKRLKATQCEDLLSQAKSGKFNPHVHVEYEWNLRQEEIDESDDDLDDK
ARFGAP1 inhibitor – inhibits rat ARF GTPase activating protein 1. Arfgap1-stimulated ARF1 GTP hydrolysis, GDP FP detection. Q62848. inhibition, % at 16.5 µM. hit rate 0.26% among 360,000. AID 651572;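 active means inhibition above a per-plate limit, mean inhibition of low control wells plus 3 SD, cut at about 25% in these data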;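 further: 0% = DMSO wells with enzyme and 100% = wells lacking Arfgap1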
Target sequence (Q62848 1-136 limits assumed): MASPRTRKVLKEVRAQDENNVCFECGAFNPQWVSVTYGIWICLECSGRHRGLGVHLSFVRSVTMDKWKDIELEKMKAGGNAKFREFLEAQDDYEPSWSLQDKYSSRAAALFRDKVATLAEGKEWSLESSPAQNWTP
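System: truncated rat Arfgap1 GAP domain / Medium: HEPES-based buffer, pH 7.5 / Also added: N-terminally truncated human ARF1-GTP substrate / Incubation: enzyme reaction 120 min at 25 °C after 20 min preincubation / Measured by: FP of antibody-bound GDP Alexa 633 tracer, ex 620/em 688 nm / Replicates: singlicate, each compound tested once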
PLCg1 inh – blocks human PLC-gamma1 enzyme activity; P19174; purified PLC-gamma1, fluorogenic substrate, fluorescence; inhibition, % at 12.2 µM; hit rate 0.84% among 370,000; in the data active means inhibition above about 9.5%
DDE Tn7 FP inh – DD(E)-Tn7 binding inhibition, primary FP screen. P02675. FP displacement of FITC-Tn7 peptide from fibrin DD(E); 0% = median of compound wells per plate. inhibition, % at 8.3 µM. hit rate 0.13% among 370,000;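 active means inhibition above the mean of compounds falling within the control limits plus 3 SD of them, cut at about 14% in these data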;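 further: 0% = plate median of compound wells and 100% = 10 µM Aha-Tn7 peptide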
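System: human fibrin DD(E); quantity: Fibrin-DD(E) at 2 µM final; also added: fluorescent Tn7 probe at 0.1 µM; compound dosing: single nominal test concentration of 8.3 µM per compound; schedule: 10 min preincubation, 3 h with tracer, room temperature; detection: fluorescence polarization of the labelled Tn7 tracer; repeats: one replicate per compound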
* = called active by the depositor; i = inactive.

SMILES	PLC-beta3 inh	proKLK7 act	UHRF1 binding	Tn6 DDE FP	NR1D1 modulator	sPLA2-III inh	ASAP1 inh	ARFGAP1 inhibitor	PLCg1 inh	DDE Tn7 FP inh
CSc1ccc(CN2CCC(n3nccc3NC(=O)C3CCOC3)CC2)cc1 (stereo unspecified)	-3.8	0.3	-3.6	-6.0	1.3	-4.3	-6.8	3.3	1.2	-0.6
CN1CCN(CCN2CCn3c2nc2ccccc23)CC1	0.2	-1.0	-0.7	6.1	-1.6	6.9	1.4	9.2	0.8	-5.7
COc1ccc(-n2c(C)cc(C(=O)COc3ccc(-n4cnnn4)cc3)c2C)cc1	-2.5	-0.2	1.9	3.8	2.3	2.5	-6.2	17.0	-0.9	-2.6
CC(NC(=S)Nc1ccccc1Cl)C(c1cccs1)N1CCCC1 (stereo unspecified)	1.3	0.1	-2.3	0.2	-3.5	8.4	-0.4	-11.5	0.9	2.3
O=C(NC1CCCCCCC1)c1ccccc1-c1ccccc1	-0.3	-0.1	3.4	2.5	1.5	13.3	3.4	-5.8	-1.7	6.9
c1ccc2nc3[nH]cnc3nc2c1	-46.0	-17.6	0.0	0.9	2.4	-2.0	-0.5	-7.1	-36.2	-1.2
CC(C)c1cccc(C(C)C)c1NC(=O)Cn1c(=O)cnc2ccccc21	-10.8	0.7	-0.8	0.6	4.9	-1.5	-9.3	1.0	-10.8	10.6
CN(CCOc1ccccc1)CC(=O)Nc1cccc(C#N)c1	-9.5	0.4	2.9	0.9	2.8	1.9	7.9	1.4	1.2	0.8
Cc1ccc(Cl)c(NC(=O)COC(=O)c2nn(C)c(=O)c3ccccc23)c1Cl	-4.2	-0.1	1.9	3.2	2.2	4.4	4.5	-11.2	-1.5	-5.4
Cn1cc([N+](=O)[O-])c(C(=O)NC2CCCCCC2)n1	-7.3	0.3	-0.4	-0.3	4.8	5.0	-0.6	0.7	3.2	2.5
Cn1c(N)c(C(=O)COC(=O)CC(NC(=O)c2ccccc2Cl)c2ccccc2)c(=O)n(C)c1=O (stereo unspecified)	-5.2	0.2	2.6	-12.7	-3.9	0.4	9.5	6.0	-0.8	-1.4
COCC1CCN(C(=O)c2cc(COc3ccc(OC)cc3Cl)on2)C1 (stereo unspecified)	2.8	-0.1	2.7	1.0	-3.9	-7.0	-8.8	12.7	-3.6	1.4
O=C(O)c1ccc(N2CCCCCC2)c(N2C(=O)c3ccccc3C2=O)c1	5.7	0.7	5.3	1.3	1.9	-0.2	9.5	-8.7	13.9*	-6.3
COC(=O)c1cc(=O)c2c(ccc3oc(=O)ccc32)[nH]1	-247.6	171.6*	-7.5	2.2	1.4	-5.9	-1.5	-3.5	-192.8	1.4
O=C(COCc1cc(-c2ccc3c(c2)OCO3)on1)N1CCN(c2cccc(C(F)(F)F)c2)CC1	-10.2	0.3	-0.7	6.7	2.6	-2.8	-12.8	-2.1	-2.9	-3.2
O=C(c1ccc(F)cc1)N1CCCCC(Sc2nnnn2-c2ccccc2)C1=O (stereo unspecified)	4.9	0.1	1.9	3.5	2.5	8.0	-2.5	5.7	1.3	-3.7
COc1ccccc1CNC(=O)c1ccccc1SCC(=O)NCc1ccco1	-15.6	0.3	-3.2	-3.2	3.3	-2.9	10.2	7.2	-3.6	-3.8
COc1ccc(CC(=O)N2CCC(C)(C(=O)NS(=O)(=O)C3CC3)C2)cc1OC (stereo unspecified)	4.9	0.4	1.5	1.1	5.2	1.5	5.9	6.7	1.1	-4.4
O=C(Nc1ncnc2sc3c(c12)CCC3)c1ccco1	-3.2	-0.9	-5.2	-3.0	-3.9	6.2	-3.0	7.1	-5.3	-7.5
Cc1cc(Br)ccc1NC(=O)CN(C)C(=O)CNC(=O)Cc1ccccc1	4.2	0.6	3.6	-4.9	-5.7	3.2	-0.6	-0.7	4.2	-0.9
O=C(NCc1ccccn1)c1ccc(OC2CCN(Cc3ccccc3O)CC2)cc1	-4.8	0.5	1.3	-2.7	4.2	-0.2	0.0	3.0	1.8	0.5
CN(CCc1ccccn1)Cc1ccc(Cl)c(Cl)c1	-3.7	-0.5	0.0	-6.4	-4.0	0.9	-7.3	9.6	0.1	-1.7
Cc1ccc(NC(=O)c2ccc(NCc3ccco3)c([N+](=O)[O-])c2)cc1Cl	0.6	-0.2	-1.4	11.5	0.7	1.3	25.6*	11.2	-1.2	6.8
CCC(CC)C(=O)c1c[nH]c(C(=O)N2CCN(c3ccc(OC)cc3)CC2)c1	-5.1	-0.4	-2.9	-4.8	-0.3	2.8	10.4	-20.3	0.1	0.0
CCOc1ccc(C(C)=O)cc1COC(=O)C(C)N=C1NS(=O)(=O)c2ccccc21 (stereo unspecified)	-10.3	0.0	4.0	-2.1	0.3	5.3	-1.9	2.1	0.5	4.7
CCC(c1nnc(SCC(=O)Nc2nnc(-c3ccccc3)o2)o1)N(C)C (stereo unspecified)	-0.9	0.4	0.9	2.7	-1.4	1.7	0.3	-8.6	-0.1	2.4
CCCCCCN1C[C@H](n2cc(C3CC3)nn2)[C@@H](O)C[C@@H]1c1ccc(Cl)cc1	1.0	-0.6	-0.1	-6.8	2.2	-4.1	10.7	-8.5	-0.6	0.5
CC(OC(=O)c1ccc2c(=O)n3c(nc2c1)CCC3)C(N)=O (stereo unspecified)	-6.1	-1.0	0.3	9.7	-3.4	3.2	16.5	-12.5	1.6	0.7
COc1cc(CNC(=O)OC2CC3CC2[C@H]2CCCCN2C3=O)cc(OC)c1 (stereo partly specified)	1.9	0.0	-1.9	-6.3	8.2	0.3	-4.0	0.3	0.9	-6.7
Cc1c(C(=O)NCC2COc3ccccc3O2)oc2ccc(S(=O)(=O)N(C)C3CCCCC3)cc12 (stereo unspecified)	3.8	0.8	-3.5	0.0	0.1	0.4	4.3	4.3	0.0	1.1
Cc1cc(C)cc(NC(=O)CSc2nccn2Cc2ccco2)c1	-2.4	0.4	-3.9	-3.3	-6.7	-9.7	-3.7	6.3	5.2	3.9
O=C(Nc1cccnc1)c1cc(-c2cccnc2)nc2ccc(Br)cc12	-0.8	0.0	3.9	-3.5	3.1	8.3	6.0	4.7	6.7	1.8
COc1ccc(Cl)cc1N(C(C)C(=O)NC1CCCC1)S(C)(=O)=O (stereo unspecified)	-0.4	0.1	1.4	5.3	-4.7	2.1	0.3	-3.2	4.7	5.0
CC1(c2nnnn2Cc2ccccc2)CCC(=O)N1CCc1ccc(O)cc1 (stereo unspecified)	-2.0	0.2	23.8*	-8.0	-8.9	17.3	13.4	16.7	-1.7	0.3
Cc1nc2ccc(N=NN(C)C)cc2[nH]1	-20.4	0.2	3.1	-5.3	-1.0	3.3	-2.0	12.6	-8.2	0.1
Cc1ccc(C(=O)Nc2ccc(S(=O)(=O)N3CCCC3)cc2)s1	-12.4	0.0	1.4	-5.2	-3.4	-12.2	19.7	7.2	-1.5	4.8
Cc1cc2c(cc1C)-n1nnnc1C(N(C)Cc1ccccc1)C(=O)N2 (stereo unspecified)	-6.7	0.3	2.1	1.6	8.3	-10.7	-2.4	-17.5	-8.0	-9.7
O=C1NC(c2cc(Cl)cc([N+](=O)[O-])c2O)Nc2ccccc21 (stereo unspecified)	-13.7	-0.2	-1.2	5.7	13.0	-4.7	9.1	-22.4	-4.6	4.3
COc1ccc(CCC(=O)Nc2nc(C)c(C(=O)N(C)C)s2)cc1	-12.5	0.2	-1.6	3.1	-1.2	-7.3	6.8	-9.4	0.7	2.5
CCOc1cccc(C(=O)Nc2ccncc2)c1	-0.1	0.7	0.2	5.8	-2.1	0.8	13.2	2.2	-0.3	-5.9
Cc1ccc(C(=O)NC2CC(C)(C)NC(C)(C)C2)cc1C	-0.2	-0.4	0.9	2.9	3.4	5.5	-12.2	-11.9	1.4	-1.3
CCc1ccc(NC(=S)N2CCC(NC(=O)c3ccccc3OC)CC2)cc1	-4.5	0.0	-1.3	-0.9	2.5	3.2	0.5	-8.7	0.3	-2.9
Cc1ccc2oc(C(=O)N(C)Cc3ccon3)c(C)c2c1	4.0	-0.2	-1.1	-7.0	0.0	5.9	2.4	-10.5	7.9	-2.5
COc1cccc(-c2cc3nc(-c4ccccc4)cc(N4CCC5(CC4)OCCO5)n3n2)c1	i	-164.0	-2.2	-2.7	1.2	-19.9	-12.9	7.8	i	0.4
O=C(c1ccco1)N(CCCN1CCOCC1)c1nc(-c2ccc(Cl)cc2)cs1	-4.6	-1.1	3.4	-0.6	0.4	-4.1	6.1	18.4	0.2	4.6

The closing 4 entries of the part above are carried over, then new ones follow:
SMILES	PLC-beta3 inh	proKLK7 act	UHRF1 binding	Tn6 DDE FP	NR1D1 modulator	sPLA2-III inh	ASAP1 inh	ARFGAP1 inhibitor	PLCg1 inh	DDE Tn7 FP inh
CCc1ccc(NC(=S)N2CCC(NC(=O)c3ccccc3OC)CC2)cc1	-4.5	0.0	-1.3	-0.9	2.5	3.2	0.5	-8.7	0.3	-2.9
Cc1ccc2oc(C(=O)N(C)Cc3ccon3)c(C)c2c1	4.0	-0.2	-1.1	-7.0	0.0	5.9	2.4	-10.5	7.9	-2.5
COc1cccc(-c2cc3nc(-c4ccccc4)cc(N4CCC5(CC4)OCCO5)n3n2)c1	i	-164.0	-2.2	-2.7	1.2	-19.9	-12.9	7.8	i	0.4
O=C(c1ccco1)N(CCCN1CCOCC1)c1nc(-c2ccc(Cl)cc2)cs1	-4.6	-1.1	3.4	-0.6	0.4	-4.1	6.1	18.4	0.2	4.6
Cc1nn(CC(=O)NCCCN2CCCCC2C)c(=O)c2cccn12 (stereo unspecified)	-3.8	-0.3	0.6	7.0	-2.1	2.7	12.8	-4.3	-3.1	4.6
CC1(C(=O)NCc2ccco2)Cc2c(-c3ccccc3)ccnc2O1 (stereo unspecified)	-0.7	-0.2	1.3	9.3	-9.7	8.6	-7.2	5.5	2.4	6.0
CCC(=O)NCCCNc1nc2c(C)cccc2cc1C#N	-145.9	2.3	1.7	-0.1	-2.9	-3.4	-6.5	-3.8	-122.3	0.4
CCN1C(=O)C2(Nc3ccccc3-c3nc4ccccc4n32)c2cc(OC)ccc21 (stereo unspecified)	-31.8	0.6	-3.0	6.7	-4.4	-15.3	-6.0	-2.3	-24.6	5.4
COc1ccccc1C(=O)NC(=O)CSc1nncn1C(C)C	-5.7	0.1	3.6	-4.4	-0.1	2.9	2.8	5.6	0.2	4.4
c1cncc(-c2noc(CC3CCCCC3)n2)c1	4.3	0.5	-2.7	-6.9	-1.0	4.9	0.5	-1.4	1.3	-7.7
Cc1ccc(C)c(OC(=O)CN2C(=O)c3ccccc3C2=O)c1	-6.8	-0.1	1.2	3.8	4.3	-0.3	-10.5	1.5	-0.1	4.0

Bioassay records from PubChem BioAssay.
